RUNX1 CBFb-SMMHC = Runt domain/CBFb-SMMHC interaction disruptors – biochemical, TR-FRET (AID 1438); TR-FRET Runt domain–CBFb-SMMHC binding, biochemical; higher % means a stronger effect; one-dose inhibition, % at 20 µM; IC50 in µM for titrated hits; 2,200 tested, 2% active; in the data active = inhibition from about 52%, or a potency from the dose series; inactive = the rest, 99 in 100 with inhibition below about 48%
An asterisk follows results filed as active; i = inactive. Not all compounds are listed. The share of hits here may be higher or lower than overall.

structure	RUNX1 CBFb-SMMHC
CCn1ncc(/C=N/NC(=O)c2ccc3c(c2)OCO3)c1C	1%
C/C(=N\NC(=O)CC#N)c1cc2ccc(O)cc2oc1=O	-2%
Nc1c(C(=O)NCc2ccc3c(c2)OCO3)c2nc3ccccc3nc2n1CCCN1CCOCC1	33%
CSc1ccc(C(=O)C2CCCN(C(=O)c3cccnc3SC)C2)cc1 (centres undefined)	-10%
CC(=Nc1ccc(C)cc1)c1sc2ccccc2c1O	-22%
O=C(Nc1nc2c(s1)CN(Cc1ccccc1)CC2)C1CCCC1	-11%
CCOC(=O)c1cc2c(=O)n3cccc(C)c3nc2n(CCOC)c1=NC(C)=O	-11%
CC1=NOC(=O)/C1=C\c1ccc(-c2ccccc2Br)o1	-16%
Nc1nc2nc(-c3ccc(Cl)cc3)cc(C(F)(F)F)n2n1	15%
CCc1nnc(NC(=O)c2sc3nc4c(cc3c2N)CCCCCC4)s1	38%
COCCCn1c(=O)/c(=C\c2ccccc2OC(F)F)s/c1=C(/C#N)C(=O)NC(C)C	-22%
COc1cccc2c(=O)c3c(cnn3C)n(C)c12	24%
COc1ccc(-c2cc(-c3ccco3)[nH]c(=O)c2C#N)cc1	-20%
CC(C)(C)c1ccc(C(=O)Nc2cccc3c(=O)[nH][nH]c(=O)c23)cc1	-14%
COc1cc(N=c2ssnc2Cl)cc(OC)c1OC	-6%
Cc1ccsc1-c1ccnc(-n2cccc2)n1	-33%
Cc1ccccc1-n1c(=O)cc(N2CCc3ccccc3C2)[nH]c1=O	16%
CCC(=O)Nc1c(S(=O)(=O)c2ccc(C)cc2)c2nc3ccccc3nc2n1C(C)c1ccccc1 (centres undefined)	28%
Cc1cccc(N=c2oc3cc(O)ccc3cc2C(N)=O)c1	33%
CCc1ccc2[nH]c3nc(C)cc(C)c3c(=O)c2c1	14%
CCOCCCNC(=S)NCCNc1nc2c(C)cccc2cc1C#N	43%
COc1ccc(C2c3ccc(O)cc3Oc3ncn(CC(C)C)c(=N)c32)cc1 (centres undefined)	-7%
CCCN1C(=O)/C(=C/c2ccc3c(c2)OCO3)NC1=S	-19%
CCN1CCN(C(=S)c2ccc(Br)cc2)CC1	7%
COc1cccc(C2CN(c3ccc(F)cc3F)N=C2c2cccs2)c1OC (centres undefined)	-14%
CC/C(=N\NC(N)=O)c1ccc(OC(F)F)cc1	14%
COC(=O)C1=CN(C2CC2)C=C(C(=O)OC)C1c1ccc(C(F)(F)F)cc1	-2%
CCCc1c2ccccc2nc2ccccc12	42%
Cc1ccc2sc(NC(=O)CSc3nc(C)cc(C)c3C#N)nc2c1	-50%
O=c1[nH]c2ccccc2nc1-c1cccs1	33%
CCn1c(/C=C/c2c(C)[nH]c3ccccc23)nc2ccccc2c1=O	18%
CCCCCNc1nc2sc3c(c2c(=O)n1-c1cccc(Cl)c1)CCN(C)C3	-14%
COc1cc(/C=C2\Oc3cc(O)ccc3C2=O)ccc1O	-5%
Cc1ccc(NC(=O)CN2C(=O)S/C(=C\c3ccc(-c4cccc(C(=O)O)c4C)o3)C2=O)cc1C	-11%
O=C1C=CC(=O)N1c1ccc(OC(F)F)cc1	21%
Cc1ccc(-c2c(C#N)c(N)n3c(nc4ccccc43)c2C#N)cc1	34%
CC(=O)N1c2ccccc2C2(O)N=C(C)SC12 (centres undefined)	29%
N#Cc1cc2cc3c(cc2nc1NCCNC(=S)NCCCN1CCOCC1)OCO3	-18%
N#Cc1c2c(c(Nc3ccccc3)n3c1nc1ccccc13)CCC2	34%
CCOC(=O)C[n+]1c(C)sc2ccc(OC)cc21	32%
Cc1cc(C)c2c(n1)nn1c(NCCOCCO)cc(C)nc21	29%
CC(C)n1c(=NC(=O)c2ccco2)c(C#N)cc2c(=O)n3ccccc3cc21	33%
CCOC(=O)c1cc2c(=O)n3ccccc3nc2n(CCCOC)c1=NC(=O)c1ccncc1	2%
COCCn1c(C)cc2c(c1=O)C(c1ccco1)C(C#N)=C(N)O2 (centres undefined)	46%
CN1CCC2(CC1)C1CN(C)CC=C1C(C#N)=C(N)C2(C#N)C#N (centres undefined)	9%
COc1ccc(C2C(C#N)=C(N)OC3=C2C(=O)CC(C)(C)C3)c([N+](=O)[O-])c1OC (centres undefined)	16%
O=C1Nc2ccccc2C12Nc1ccccc1S2 (centres undefined)	28µM*
O=C(Cc1cn2ccsc2n1)Nc1nc2c(s1)CN(Cc1ccccc1)CC2	8%
O=C(NCc1ccco1)C1(c2ccc(Br)cc2)CCCC1	-11%
FC(F)(F)c1nnc2c(Sc3ccccn3)nc3ccccc3n12	15%
CCN(CC)c1nc(-c2ccccc2)cc(C(F)(F)F)c1C#N	19%
Nc1cc2sc(-c3ccc(C(=O)O)cc3)nc2cc1Cl	-2%
Cc1ccc(C(=O)/C=C\C(=O)c2ccc(C)cc2)cc1	34%
COCCNC(=O)/C(C#N)=C/c1c(N2CC(C)OC(C)C2)nc2ccccn2c1=O (centres undefined)	4%
CCOC(=O)C1=C(C)NC2=C(C(=O)CC(C)(C)C2)C1c1cccc(C)n1 (centres undefined)	22%
C=CCNC(=O)c1cc2c(=O)n3cc(C)ccc3nc2nc1NCC1CCCO1 (centres undefined)	10%
CCNC(=O)/C(C#N)=C/c1c(N2CCN(Cc3ccc4c(c3)OCO4)CC2)nc2c(C)cccn2c1=O	26%
Cc1cc(=S)[nH]c2c(C)cccc12	13%
Cc1csc(NC(=O)c2cc(=O)[nH]c3ccccc23)n1	-2%
O=C(O)c1ccc(/C=C/c2nc3sc4c(c3c(=O)[nH]2)CCC4)cc1	14%

6 consecutive compounds out of the list so far, for reference:
structure	RUNX1 CBFb-SMMHC
CCn1c(/C=C/c2c(C)[nH]c3ccccc23)nc2ccccc2c1=O	18%
CCCCCNc1nc2sc3c(c2c(=O)n1-c1cccc(Cl)c1)CCN(C)C3	-14%
COc1cc(/C=C2\Oc3cc(O)ccc3C2=O)ccc1O	-5%
Cc1ccc(NC(=O)CN2C(=O)S/C(=C\c3ccc(-c4cccc(C(=O)O)c4C)o3)C2=O)cc1C	-11%
O=C1C=CC(=O)N1c1ccc(OC(F)F)cc1	21%
Cc1ccc(-c2c(C#N)c(N)n3c(nc4ccccc43)c2C#N)cc1	34%

Individual results from the results shown:
RUNX1 CBFb-SMMHC with Cc1ccc2sc(NC(=O)CSc3nc(C)cc(C)c3C#N)nc2c1 is entered as -50%
RUNX1 CBFb-SMMHC with C/C(=N\NC(=O)CC#N)c1cc2ccc(O)cc2oc1=O is entered as -2%

Among those listed so far, three have an aryl thioether with sulfur outside any ring:
structure	RUNX1 CBFb-SMMHC
CSc1ccc(C(=O)C2CCCN(C(=O)c3cccnc3SC)C2)cc1 (centres undefined)	-10%
Cc1ccc2sc(NC(=O)CSc3nc(C)cc(C)c3C#N)nc2c1	-50%
FC(F)(F)c1nnc2c(Sc3ccccn3)nc3ccccc3n12	15%

(list continues)
structure	RUNX1 CBFb-SMMHC
CCOC(=O)C1CCCN(C(=O)/C=C/c2cc(OC)c(OC)c(OC)c2)C1 (centres undefined)	-10%
CCCn1nc(NC(=O)c2ccco2)c2cc3ccccc3nc21	-12%
CCOC(=O)C1=C(CSc2nc3c(cc2C#N)CN(C)CC3)OC(N)=C(C#N)C1c1ccncc1 (centres undefined)	35%
COC(=O)C1=C(C)NC2=C(C(=O)C(C(=O)OC)C(c3ccc(OC)cc3)C2)C1c1ccccn1 (centres undefined)	22%
CCOc1cc2c3c(c1)C1(C(=O)N3C(C)(C)C=C2C)C(C#N)=C(N)Oc2cc(O)ccc21 (centres undefined)	-10%
CC(NC(=O)OC(C)(C)C)C(=O)Oc1cc2oc(=O)cc(-c3ccccc3)c2cc1Cl (centres undefined)	35%
COc1ccc(-c2ccc(CCC(=O)O)n2CC(C)C)cc1	47%
CCOC(=O)c1c(NC(=S)Nc2ccc(OCC)cc2)sc2c1CCN(C)C2	-11%
Cc1cc(/C=N/NC(=O)Cn2c3ccccc3c(=O)c3ccccc32)c(C)n1-c1ccc(Cl)cc1	12µM*
COc1c2ccoc2c(OC[C@@H](O)C(C)(C)OC)c2oc(=O)ccc12	14%
COc1cccc(-c2c3c([nH]c(=O)c2C#N)CCc2cc(OC)ccc2-3)c1	-11%
N#CC(C#N)=C1C=C2C=C(N3CCCCC3)CCC2CC1 (centres undefined)	i
Oc1cc2c(cc1O)[C@H]1c3ccccc3CN[C@@H]1CC2	-7%
O=C(c1nc2n(n1)C(c1ccc(Cl)cc1)C=C(c1ccccc1)N2)N1CCOCC1 (centres undefined)	44%
O=c1[nH]c(O)c(/C=C2/C=CC(c3cc(Cl)ccc3Cl)=N2)c(=O)[nH]1	-4%
Cc1ccc(S(=O)(=O)N[C@H](C(=O)Oc2ccc3c(C(F)(F)F)cc(=O)oc3c2)c2ccccc2)cc1	24%
Cc1ccc2nc3nc(NCC4CCCO4)c(C(=O)NC4CCCC4)cc3c(=O)n2c1 (centres undefined)	36%
O=C(Cc1c2ccccc2nc2ccccc12)c1ccccc1	49%
COc1ccc(CCNC(=O)c2c(N)n(CCN3CCOCC3)c3nc4ccccc4nc23)cc1	35%
COc1ccc(/C=N/NC(=O)c2nc(-c3ccccc3)n(-c3ccccc3)n2)c(O)c1	1%
CCOc1ccc2nc(NCCNC(=S)NCCCN(C)C)c(C#N)cc2c1	-6%
CC(C)OC(=O)CC(=O)CSc1nc2c(cc1C#N)CCCCCC2	38%
CCOC(=O)CC(=O)CSc1nc2c(cc1C#N)CCCCCC2	38%
O=C(O)c1ccc(N/N=C/c2ccc(-c3ccc(Cl)cc3Cl)o2)cc1	-8%
O=C1C=CC(=O)N1CCNc1ncc(C(F)(F)F)cc1Cl	-8%
CC(C)c1ccc(-n2c(O)c(/C=N/NC(=O)c3ccccc3O)c(=O)[nH]c2=S)cc1	46%
CCN(CC)c1cc(C)c(C#N)c2nc3ccccc3n12	-9%
CCOCCCNS(=O)(=O)c1ccc(NC(=O)c2ccc([N+](=O)[O-])cc2Cl)cc1	-9%
CC(C)(C)c1ccc(/C=C2\Oc3c(ccc(O)c3CN3CCN(CCO)CC3)C2=O)cc1	-15%
CC(C)Cn1c(-c2cccs2)nc2nc3ccccc3nc21	30%

Later entries.
canonical_smiles	RUNX1 CBFb-SMMHC
COc1ccc(N=Cc2c(O)n(-c3ccc(OC)cc3)c(=O)c3ccccc23)cc1	-22%
CCn1c(O)c(/C=N/NC(=O)c2ccccc2)c(=O)n(CC)c1=S	-11%
CCn1nc(NC(=O)c2ccccc2)c2cc3cccc(C)c3nc21	-7%
COc1ccc(CCn2c(N)c(C(=O)NCc3ccco3)c3nc4ccccc4nc32)cc1	46%
COCCn1c(-c2cccs2)nc2nc3ccccc3nc21	-7%
COC(=O)C1=CN(C2CC2)C=C(C(=O)OC)C1c1ccc(C(=O)OC)cc1	31%
COc1ccc(-c2ccc(CCC(=O)O)n2CC2CCCO2)cc1 (centres undefined)	-15%
CCOc1ccc2nc(N3CCCN(C(=O)Nc4ccccc4C)CC3)c(C#N)cc2c1	45%
CCN(CC)c1ccc(C(=O)OCc2cc(=O)oc3cc(O)ccc23)cc1	-11%
COC(=O)C1=CN(CC2CCCO2)C=C(C(=O)OC)C1c1ccccc1C(F)(F)F (centres undefined)	46%
CCc1cc2c(CN3CCN(C)CC3)cc(=O)oc2cc1O	21%
COc1cc(OC)c(C2CC(=O)N3CN(c4ccccc4C)CSC3=C2C#N)cc1OC (centres undefined)	45%
COc1c(O)c(O)c2oc(-c3ccccc3)cc(=O)c2c1OC	-8%
O=C(O)c1ccc2c3c(cccc13)C(=O)N(c1ccccc1)C2=O	-13%
COC(=O)C1=CN(C2CCCCC2)C=C(C(=O)OC)C1c1ccc2c(c1)OCO2	-9%
Cc1cc(C)c2c(N)c(C(=O)C(C)(C)C)sc2n1	13%
CC1(C)CC2(C)Nc3ccccc3N2C(=S)N1 (centres undefined)	-5%
Nc1c(C(=O)OCC2CCCO2)c2nc3ccccc3nc2n1C1CCCC1 (centres undefined)	33%
N=c1c(C(=O)NCC2CCCO2)cc2c(=O)n3ccccc3nc2n1Cc1cccnc1 (centres undefined)	33%
COCCOC(=O)c1c(N)n(Cc2ccccc2)c2nc3ccccc3nc12	29%
CN(/N=C/c1cc(Cl)cc(Cl)c1O)C(=S)NC(C)(C)C	-19%
CC(=O)c1ccc(OCCCC(=O)NC(C)c2ccc(S(N)(=O)=O)cc2)cc1 (centres undefined)	-6%
CCN1c2ccccc2-c2nc3ccccc3n2C1c1cccs1 (centres undefined)	40%
Cc1cccn2c(=O)c3cc(C#N)c(=O)n(CC4CCCO4)c3nc12 (centres undefined)	18%
CC(=O)Nc1cccc(N/C=C(\C=O)c2nc3ccccc3o2)c1	48%
O=C(O)c1ccc(N/N=C/c2ccc(-c3cc(Cl)ccc3Cl)o2)cc1	-29%
Cc1c(C)c2cc(Cl)c(O)c(CN3CCN(C)CC3)c2oc1=O	15%
COc1cccc(C2C=C(c3ccc(Br)s3)Nc3ncnn32)c1OC (centres undefined)	19%
CCCn1c(C)nc2c(c1=O)c1nc3ccccc3nc1n2CCC1=CCCCC1	36%
CCc1c(C)c(C#N)c2nc3ccccc3n2c1NCc1ccccn1	-15%
Cc1c(O)ccc2c3c(c(=O)oc12)CCCC3	19%
O=C(CSc1nnc(-c2ccncc2)o1)NCc1ccc(Cl)cc1	-4%
CSc1nc(-c2ccc(N(C)C)cc2)c(C#N)c(=O)n1C	-12%
CCCCc1cc(=O)oc2c(CN(C)C)c(O)c(Cl)cc12	6%
CCOC(=O)c1c(NC(=O)CSc2ncccn2)sc2c1CCN(Cc1ccccc1)C2	-5%
O=C(CSc1ncnc2ccccc12)c1cccs1	-4%
CCOc1ccc2nc(NCCCNC(=O)c3cc(OC)c(OC)c(OC)c3)c(C#N)cc2c1	-6%
O=C(O)c1ccc(N/N=C/C2=C(N3CCOCC3)C(=C\c3ccccc3)/CC2)cc1	-3%
Cc1ccc(Cn2c(=N)c(C(=O)NCc3ccco3)cc3c(=O)n4ccccc4nc32)cc1	15µM*
CNC(=O)c1cc2c(ccc3ccccc32)oc1=N	3%
O=C1/C(=C/N(C(=O)c2ccco2)c2ccc(Cl)cc2)Sc2ccccc21	4%

Bioassay records: PubChem, Sanford-Burnham Center for Chemical Genomics
